PME-1 primary = PME-1 (human) inhibition; inhibition, % at 5.9 µM; recombinant PME-1, FP-Rh probe fluorescence polarization; hit rate 0.53% among 320,000; AID 2130; Q9Y570;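 active = inhibition above the campaign mean of all compounds plus 3 SD, cut at about 26% in these data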;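 also: competitive labeling of PME-1 active site by serine hydrolase directed probe; 0% = PME-1 with DMSO and 100% = wells lacking PME-1 enzyme; inhibitors block probe labeling so polarization falls and inhibition rises; many of its hits are not listed in these tables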
PREPL inhibitor = inhibits the human prolyl oligopeptidase-like enzyme. hit rate 0.68% among 320,000. Q4J6C6. inhibition, % at 5.96 µM. recombinant PREPL, fluorescence polarization activity-based probe; in the data active = inhibition above about 43%;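 also: 0% = enzyme with DMSO and 100% = wells lacking enzyme; many of its hits are not listed in these tables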
PAFAH1B2 FP inh = PAFAH1B2 (human) inhibition; P68402; recombinant PAFAH1B2, FP-rhodamine activity probe, fluorescence polarization; inhibition, % at 3.39 µM; hit rate 1.2% among 340,000; AID 492953;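 active = inhibition above the mean of all tested compounds plus 3 SD, cut at about 24% in these data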;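 also: 0% = enzyme with DMSO and 100% = wells lacking PAFAH1B2; many of its hits are not listed in these tables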
Target sequence (P68402 whole entry, looked up): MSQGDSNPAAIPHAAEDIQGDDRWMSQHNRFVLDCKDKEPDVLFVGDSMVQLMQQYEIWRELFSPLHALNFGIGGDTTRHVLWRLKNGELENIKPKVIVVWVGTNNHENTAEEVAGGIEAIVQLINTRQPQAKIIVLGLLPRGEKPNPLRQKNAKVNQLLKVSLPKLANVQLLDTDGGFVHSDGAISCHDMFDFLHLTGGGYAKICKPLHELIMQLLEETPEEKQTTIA
LYPLA2 counter = counter-screen for PME1 inhibitors: inhibitors of human LYPLA2; O95372; recombinant LYPLA2, FP-Rh probe fluorescence polarization; inhibition, % at 5.9 µM; hit rate 0.38% among 320,000; AID 2177;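 active = inhibition above the screen-wide mean plus 3 SD, limit set per campaign, cut at about 26% in these data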;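 also: 0% = LYPLA2 with DMSO and 100% = wells lacking LYPLA2 enzyme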
LYPLA1 counter = counter-screen for PME1 inhibitors: inhibitors of human LYPLA1; O75608; hit rate 0.16% among 320,000; recombinant LYPLA1, FP-Rh probe fluorescence polarization; inhibition, % at 5.9 µM;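 active = inhibition above the mean of all tested compounds plus 3 SD, set per campaign, cut at about 14% in these data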;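 also: inhibitors block serine hydrolase probe labeling of LYPLA1 so polarization falls; 0% = enzyme with DMSO and 100% = wells lacking LYPLA1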
Target sequence (O75608 whole entry, looked up): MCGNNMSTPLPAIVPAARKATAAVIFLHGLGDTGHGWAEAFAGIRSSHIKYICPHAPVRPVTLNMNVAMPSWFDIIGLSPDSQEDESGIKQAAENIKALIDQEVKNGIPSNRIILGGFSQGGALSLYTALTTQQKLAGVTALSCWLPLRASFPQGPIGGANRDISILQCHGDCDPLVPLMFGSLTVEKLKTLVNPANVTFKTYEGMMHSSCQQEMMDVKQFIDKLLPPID
PAFAH1B3 FP inh = PAFAH1B3 (human) inhibition; recombinant PAFAH1B3, FP-rhodamine probe, fluorescence polarization; inhibition, % at 3.39 µM; hit rate 0.28% among 340,000; AID 492972;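 active = inhibition above the screen-wide average of all tested compounds plus 3 SD, cut at about 25% in these data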;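 also: 0% = enzyme with DMSO only and 100% = wells lacking PAFAH1B3 protein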
Target sequence (Q15102 whole entry, looked up): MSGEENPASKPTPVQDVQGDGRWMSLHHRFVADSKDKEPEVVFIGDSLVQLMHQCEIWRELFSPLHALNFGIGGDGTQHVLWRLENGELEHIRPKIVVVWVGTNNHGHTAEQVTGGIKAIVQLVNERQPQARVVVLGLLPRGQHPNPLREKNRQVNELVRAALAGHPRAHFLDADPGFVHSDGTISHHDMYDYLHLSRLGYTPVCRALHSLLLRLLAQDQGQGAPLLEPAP
PAD4 inh = PAD4 (human) enzyme inhibition; Q9UM07; AID 485272; recombinant PAD4, RCA probe fluorescence polarization; inhibition, % at 6.36 µM; hit rate 0.41% among 330,000;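 active = percent inhibition above a cutoff equal to the mean of all tested compounds plus 3 SD, cut at about 15% in these data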;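 also: 0% = PAD4 with RCA probe and DMSO and 100% = probe without PAD4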
GSTO1 counter = counter-screen for RBBP9 inhibitors: inhibitors of human GSTO1. P78417. recombinant GSTO1, activity-based probe fluorescence polarization. inhibition, % at 5.96 µM. hit rate 1.1% among 300,000;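 active = inhibition above the campaign mean inhibition plus 3 SD, cut at about 35% in these data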;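 also: 0% = GSTO1-1 with DMSO and 100% = wells lacking GSTO1-1 enzyme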
Target sequence (P78417 whole entry, looked up): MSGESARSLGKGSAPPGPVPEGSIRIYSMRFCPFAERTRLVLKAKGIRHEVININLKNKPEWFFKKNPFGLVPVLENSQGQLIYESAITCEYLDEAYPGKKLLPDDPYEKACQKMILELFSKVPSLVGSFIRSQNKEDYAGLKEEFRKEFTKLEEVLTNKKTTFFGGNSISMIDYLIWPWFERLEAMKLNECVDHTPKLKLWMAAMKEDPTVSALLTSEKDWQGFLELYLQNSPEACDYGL
pPAFAH inh = pPAFAH (human) enzyme inhibition; Q13093; recombinant pPAFAH, FP-rhodamine probe fluorescence polarization; hit rate 1.5% among 330,000; inhibition, % at 3.39 µM;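 active = inhibition above the mean inhibition across the screen plus 3 SD, cut at about 25% in these data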;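 also: inhibitors block binding of the rhodamine activity-based probe so polarization drops; 0% = enzyme with DMSO and 100% = wells lacking pPAFAH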
Starred values were filed as active, the others as inactive; . = no result given. The list is partial; count on the stated rates, not on these rows.

SMILES	PME-1 primary	PREPL inhibitor	PAFAH1B2 FP inh	LYPLA2 counter	LYPLA1 counter	PAFAH1B3 FP inh	PAD4 inh	GSTO1 counter	pPAFAH inh
CCc1nnc2n1N=C(c1ccc(Cl)cc1Cl)CS2	9	10	5	5	2	9	0	-1	-1
CC(C)CNC(=O)Cn1c(=O)c2c(ncn2CC(C)C)n(Cc2ccccc2)c1=O	-10	12	3	0	-1	8	-3	8	7
O=c1c2cc(N3CCOCC3)ccc2[nH]c(=S)n1CCN1CCCC1	-3	42	4	0	-4	-4	-3	8	3
CC(=O)Nc1ccc(-c2nc3ccccc3c(=O)o2)cc1	-11	5	0	-4	-3	5	2	-3	-6
O=C(NCCN1CCN(C(=O)c2ccccc2Cl)CC1)C(=O)NCc1ccccc1	1	4	5	-4	1	10	-2	-2	1
S=c1nc(-c2ccc(Br)cc2)[nH]c2ccccc12	-10	9	0	-5	-3	-10	2	-9	-2
C=CCC[C@@H](Cc1ccc(F)cc1)C(=O)OC[C@@H](NC(=O)[C@@H](CC=C)CC(=O)N[C@@H](CO)Cc1ccccc1)C(C)(C)C	.	11	8	.	.	4	0	.	0
CCOc1ccc(OCCC(=O)OCC(=O)Nc2cc(C)nn2-c2ccccc2)cc1	7	-7	8	-3	-2	1	-2	-1	22
O=C(COC(=O)c1ccc2c(c1)OCO2)NC1CCCCC1	.	7	6	.	.	6	5	.	22
Cc1ccn2cc(-c3ccc(NS(=O)(=O)c4ccccc4)cc3)nc2c1	-5	1	8	-4	-3	7	2	-4	11
Cc1cc(C)c(S(=O)(=O)NCCn2c(C)cc3ccccc32)c(C)c1	-5	-5	19	-3	-1	15	7	5	7
O=C(/C=C/c1ccc(Cl)cc1Cl)NCCSc1ccccc1	-29	-9	-2	-27	-18	7	-8	-6	3
O=C(COC(=O)c1ccc(Cl)nc1)NCc1ccco1	-3	-3	-1	0	4	-4	-7	2	7
Cc1ccc(C)c(/C(O)=C2/C(=O)C(=O)N(CCN3CCOCC3)C2c2ccc(C)o2)c1 (centres undefined)	0	11	4	6	5	7	2	3	2
COc1ccc(CCNC(=O)CN(c2cc(C)cc(C)c2)S(=O)(=O)c2c(C)noc2C)cc1OC	0	5	-4	14	4	6	4	3	14
CCOC(=O)c1c(C)[nH]c(C=Nc2ccc(OC)cc2)c1O	16	4	5	7	7	6	-3	6	2
O=C(NC12CC3CC(CC(C3)C1)C2)c1cccc(OC(F)F)c1	0	2	4	1	2	2	-2	-16	2
CCN(CC)S(=O)(=O)c1ccc(OC)c(NC(=O)c2cccc(C)c2[N+](=O)[O-])c1	4	2	-6	1	3	3	2	-4	-2
O=C(COC(=O)c1ccccc1OCc1ccc(Cl)cc1)NCC1CCCO1 (centres undefined)	.	19	7	.	.	2	-2	.	3
COc1ccccc1NS(=O)(=O)c1cc(-c2cc(C)no2)ccc1OC	5	8	4	0	-1	15	8	-5	1
CCCC(=O)NCCc1nc2ccccc2n1CC(=O)c1ccccc1	6	-11	1	-3	-1	3	-4	-4	3
COc1ccccc1NS(=O)(=O)c1ccc2oc(=O)ccc2c1	-4	16	5	-6	-2	9	0	-1	-9
COc1ccc(NC(=O)CCN2C(=O)NC3(CCCC3)C2=O)cc1Cl	-3	2	8	4	-2	5	-1	.	-2
O=C(NC1CCN(Cc2ccccc2)CC1)c1cc(-c2ccccn2)nc2ccccc12	6	-25	3	2	0	10	4	3	0
O=C1CC(c2cccc([N+](=O)[O-])c2)c2c(ccc3ccccc23)N1 (centres undefined)	3	8	21	0	-2	7	1	-15	2
Cc1c(NC(=O)C(C)OC(=O)c2cc(Cl)ccc2O)c(=O)n(-c2ccccc2)n1C (centres undefined)	-9	8	5	3	-1	8	1	3	-2
O=c1c(-c2ccnn2-c2ccc(F)cc2)cnc2n1CCS2	-1	-3	9	5	6	-1	-6	14	-1
Cc1ccc(NC(=O)C(=O)NCC2CCCN2S(=O)(=O)c2cccs2)cc1 (centres undefined)	1	3	2	3	1	2	-5	6	5
Cc1ccc(NC(=O)c2cc(N3C(=O)C=CC3=O)ccc2N2CCOCC2)cc1Cl	-9	7	-6	-10	-9	-3	-1	-14	8
Cc1ccc(-c2nnc(SCC(=O)NC3CC3)n2N)cc1	-4	14	-4	-3	-5	4	-1	4	-9

3 records drawn at random from the list so far:
SMILES	PME-1 primary	PREPL inhibitor	PAFAH1B2 FP inh	LYPLA2 counter	LYPLA1 counter	PAFAH1B3 FP inh	PAD4 inh	GSTO1 counter	pPAFAH inh
O=C(COC(=O)c1ccccc1OCc1ccc(Cl)cc1)NCC1CCCO1 (centres undefined)	.	19	7	.	.	2	-2	.	3
O=c1c(-c2ccnn2-c2ccc(F)cc2)cnc2n1CCS2	-1	-3	9	5	6	-1	-6	14	-1
CCN(CC)S(=O)(=O)c1ccc(OC)c(NC(=O)c2cccc(C)c2[N+](=O)[O-])c1	4	2	-6	1	3	3	2	-4	-2

Additional results.
SMILES	PME-1 primary	PREPL inhibitor	PAFAH1B2 FP inh	LYPLA2 counter	LYPLA1 counter	PAFAH1B3 FP inh	PAD4 inh	GSTO1 counter	pPAFAH inh
COc1ccccc1CNC(=O)c1oc2ccccc2c1C	2	-3	-2	4	3	-8	3	1	9
Cc1cc(C)n(C(=O)c2ccc(C)o2)n1	-7	-12	-5	6	1	11	3	6	-2
COc1ccc(NC(=S)Nc2ccc(C)c(Cl)c2)cc1OC	-3	13	6	-8	-6	4	-10	11	-4
CC1CCCCN1S(=O)(=O)c1ccc(S(=O)(=O)N2CCN(c3ccc(F)cc3)CC2)cc1 (centres undefined)	-1	-45	-1	4	4	-8	-2	6	2
N[C@@H](CO)c1nnc([C@H](CCC(=O)O)NC(=O)C2CCNCC2)o1	-1	2	-2	9	4	3	-3	-8	3
O=C(NCCc1ccccc1)C(c1cccs1)N(C(=O)CCl)c1ccc(Cl)cc1 (centres undefined)	1	-28	10	-3	2	2	14	103*	3
CCCN1CCC(=O)N([C@H](CO)CC(C)C)CC1	2	3	3	-2	-2	1	2	10	4
Cc1cc(NS(=O)(=O)N(C)C)ccc1C(C)C	-4	-2	10	1	2	7	-1	9	-1
CCO/C=C1\C(=O)N(c2ccc(OCC)cc2)C(=O)c2ccccc21	3	-8	4	-2	0	9	-1	1	3
COc1cc(NC(=O)Cn2c(-c3cncs3)nc3ccccc32)cc(OC)c1OC	-4	-5	3	4	2	3	5	3	2
COc1cc(OC)cc(C(=O)NC(C(=O)Nc2ccc3nc(C)sc3c2)C(C)C)c1 (centres undefined)	-7	-3	6	-5	-3	1	1	.	-2
O=C(NC1CCN(Cc2ccccc2)CC1)C1COc2ccccc2O1 (centres undefined)	-4	-1	2	3	5	5	-1	-1	-1
CSc1nc(NCCOCCO)c2sc3nc(-c4ccco4)c4c(c3c2n1)CCC4	-5	5	2	-11	-12	12	-8	21	29*
CC1(C)CC(O)C(C(O)c2cccc([N+](=O)[O-])c2)C(C)(C)N1 (centres undefined)	-4	7	-1	-8	1	0	2	-2	-2
CSc1nc2sc3c(c2c(=O)n1C)CCC(C)C3 (centres undefined)	2	11	9	10	-2	-4	-4	-3	8
O=C(NCCN1CCCC(O)C1)c1cc(COc2ccc(F)cc2Cl)on1 (centres undefined)	4	-12	6	-5	-5	7	5	-2	3
Cc1c(C)n2c(SCC(=O)N3CCCCCC3)nnc2[nH]c1=O	-3	11	-1	2	-1	5	4	4	2
CCN(CC)S(=O)(=O)c1cc(NC(=O)CCNC(=O)c2ccccc2Cl)ccc1C	4	-4	-2	5	-2	-1	-1	3	-2
COc1ccc(Nc2ncnc3ccc(Br)cc23)c(OC)c1	7	0	-1	-12	-3	8	0	-4	3
O=C(O)c1cc(-c2ccccc2Cl)n(-c2cccc(Cl)c2)n1	-5	16	12	-9	1	0	-2	-8	-1
Cc1cccc(OCCCOc2cccc3cccnc23)c1C	2	8	-1	-4	-6	5	-3	1	-1
CCOc1cc(/C=N/NC(=O)c2cc(C3CC3)[nH]n2)ccc1O	3	5	0	9	-1	7	-3	4	3
COc1ccc(Cn2c(C)nnc2-c2cnn(C)c2N)cc1OC	5	3	0	4	0	-3	-3	6	7
COc1ccc(N(CC(=O)NCc2ccccc2OC)S(=O)(=O)c2c(C)nn(C)c2C)cc1	-9	-6	3	-2	-3	-6	-3	0	-4
COc1cccc(C(=O)O/N=C2\CCS(=O)(=O)c3sccc32)c1	5	29	8	0	-3	2	6	12	13
COc1ccccc1NC(=O)C(C)OC(=O)Cn1cnc2c1c(=O)n(C)c(=O)n2C (centres undefined)	-2	5	3	4	1	6	3	6	5
C[C@H]1CCC(=O)N([C@H](CN=[N+]=[N-])Cc2ccccc2)CC1	5	0	12	-5	-5	5	2	4	1
CCOC(=O)c1oc2ccc(OC)cc2c1NC(=O)CN1CCN(C)CC1	-6	-35	9	-1	-2	3	1	-7	-8
O=C1COc2ccc(C(=O)COC(=O)c3c(F)cccc3Cl)cc2N1	-1	11	4	13	1	5	2	.	8
CCN(CC(=O)Nc1ccccc1C(F)(F)F)C(=O)c1ccccc1Cc1ccccc1	-2	-6	1	2	2	4	0	8	-1
OC(COc1ccc(Br)cc1)CN1CCOCC1 (centres undefined)	-5	-4	4	1	0	6	-1	3	-5
CC(C)NC(=O)C(=O)Nc1ccc2c(c1)N(S(=O)(=O)c1cccs1)CCC2	-4	15	5	5	4	0	3	-4	6
Cc1ccc(S(=O)(=O)N2CCC(C(=O)N3CCc4ccccc43)CC2)cc1	6	-11	4	3	-2	2	-5	0	7
CN(C(=O)c1ccc(NC(=O)Cc2cccc(NC(=O)C3CCCN(C(=O)C4CCCCC4)C3)c2)cc1)C1CCCC1 (centres undefined)	4	0	6	1	-1	8	-3	.	1
COc1cccc(C2NC(=O)c3ccccc3O2)c1OCc1ccccc1F (centres undefined)	-2	-2	7	-10	-2	1	-8	0	5
COc1cc(/C=N/N=C2/NC(=O)C(Cc3ccc(F)cc3)S2)ccc1O (centres undefined)	2	0	-2	1	-2	9	-1	-7	11
O=C(c1cc2nc(-c3ccco3)cc(C(F)(F)F)n2n1)N1CCc2ccccc2C1	1	4	0	7	2	1	6	4	5
Cc1ccc(OCc2nc(-c3ccccc3)no2)c(C)c1	-4	6	3	8	4	6	-2	2	1
COc1ccc(N)cc1NC(=O)CN1CCCC1	0	2	0	7	5	0	-4	-6	6
CCOC(=O)C(=O)c1cn(C2OCC(OC(C)=O)C(OC(C)=O)C2OC(C)=O)c2ccccc12 (centres undefined)	4	2	1	-5	-2	9	-1	1	5
COc1ccc(CC(=O)Nc2c3c(nn2-c2cccc(C)c2C)CS(=O)C3)cc1 (centres undefined)	-1	-1	1	-1	-3	4	2	5	0
FC(F)Oc1ccc(C2=Nn3c(nnc3-c3ccccc3Cl)SC2)cc1OCC1CC1	.	12	9	.	.	3	3	.	-2
CCOC(=O)C1=C(C)NC2=C(C(=O)c3ccccc32)C1c1ccc(O)cc1 (centres undefined)	13	32	6	13	-6	13	1	4	32*
CCCS(=O)(=O)n1nc(-c2ccc(C)cc2)cc1N	1	3	8	1	2	3	0	-1	-4
COC(=O)c1c(C)[nH]c(O)c1C=Nc1ccc(C#N)cc1	4	6	4	4	0	13	0	-1	8
COc1ccc(NC(=O)CSc2nnc(Cn3nnc4ccccc43)n2C)cc1	-3	-6	-2	-3	2	0	-5	6	-3
CCc1nnc(SCC(=O)Nc2ccc3c(c2)OCO3)n1CC	2	-4	-1	0	-4	-4	-5	3	-1
Cc1cccc(N2CCN(C(=O)CN3C(=O)NC(C)(C)C3=O)CC2)c1C	-7	19	1	-2	-4	5	-3	-3	4
